# TCR activator: activators of T cell receptors | Potency, µM (series often up to 9.22 µM), without a hit: at the top dose activation of IL-2 secretion, actives largely listed as activators | primary human leukocytes, anti-CD3, IL-2 HTRF, 48 h | 330,000 tested, under 10 active; further: % of control where 0% means no effect
#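 TCR engagement came from a-CD3 beads alone, with compounds added to primary human leukocytes for 48 hr. Secreted IL-2 bridged europium cryptate- and d2-labelled anti-IL-2 antibodies, giving FRET emission at 665nm after 320nm excitation.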
# Tb PFK block: T. brucei PFK enzyme inhibition; 330,000 tested, 0.17% active; AID 485367; T. brucei PFK, ADP-Glo luminescence; Potency, µM (top dose mostly 57.5 µM), inactives show top-dose activity, negative = inhibition, actives largely listed as inhibitors; O15648;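 further: potency means the concentration at half of the fitted maximal effect; 0% = uninhibited 1x PFK enzyme wells and -100% = no-enzyme wells; nearly all actives have a fitted effect of over 60% in size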
# Target sequence (O15648 whole entry, looked up): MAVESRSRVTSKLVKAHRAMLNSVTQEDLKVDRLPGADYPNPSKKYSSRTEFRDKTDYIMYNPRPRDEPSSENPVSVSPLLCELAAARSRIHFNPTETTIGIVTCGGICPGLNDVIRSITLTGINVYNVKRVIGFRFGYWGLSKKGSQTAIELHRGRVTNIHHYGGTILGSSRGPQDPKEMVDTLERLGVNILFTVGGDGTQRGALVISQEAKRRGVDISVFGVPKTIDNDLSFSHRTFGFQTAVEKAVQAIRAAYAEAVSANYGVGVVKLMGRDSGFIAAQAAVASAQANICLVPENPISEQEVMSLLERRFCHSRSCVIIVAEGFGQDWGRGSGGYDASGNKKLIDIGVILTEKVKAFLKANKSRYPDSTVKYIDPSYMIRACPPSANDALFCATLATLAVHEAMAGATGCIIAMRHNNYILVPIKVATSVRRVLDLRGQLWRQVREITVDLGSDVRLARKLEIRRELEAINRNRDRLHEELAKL
#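 PFK 1.25 nM, F6P 0.5 mM, ATP 0.1 mM, 0.1 M TEA pH 8.0, 5 mM MgCl2, 0.01% Tween20, 0.1% BSA; 45 min RT. ADP-Glo readout. qHTS titration up to 57 uM; curves fitted, compounds curve-classed.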
# a7 integrin act: activators of alpha7 integrin expression for muscular dystrophy; alpha7betagal myoblasts, beta-gal FDG fluorescence, 48 h; Potency, µM (highest dose often 38.3 µM), for the others: at the top dose activation, actives largely listed as activators; 350,000 tested, 0.064% active;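 further: potency means the concentration at half of the fitted maximal effect; 100% = response of the positive control SU9516; nearly all actives have a fitted effect of over 60% in size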
#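 Alpha7betagal+/- myoblasts (passage 13) were plated 16-24 hr, then exposed to compounds (1:260 dilution of DMSO stock) for 48 hours at 37C. After MPER lysis, β-galactosidase reporter activity was read as FDG fluorescence (ex 480/em 540) after 30 minutes.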
# Mito fusion act: blocks mitochondrial division or promotes mitochondrial fusion; AID 485298; Potency, µM (series often up to 46.1 µM), for the others: top-dose growth rescue (activation), usual class: activators; 320,000 tested, 0.23% active; S. cerevisiae fusion-defective mutant growth rescue, CellTiterGlo 48 h;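 further: potency means the concentration at half of the fitted maximal effect; % of control where 0% means no effect; nearly all actives have a fitted effect of over 45% in size; temperature-sensitive fusion mutants such as fzo1-1 at 37 °C on non-fermentable ethanol glycerol medium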
#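 Yeast fusion mutant, YPEG (non-fermentable carbon), compound, 48 h at 37C non-permissive; CellTiterGlo added, 10 min RT, luminescence read. Rescued growth = division inhibition.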
# PTAP TSG101 blk: blocks PTAP/TSG101 interaction to inhibit HIV-1 budding | Q99816 | Fluorescence polarization, FITC-PTAP peptide / Tsg101 binding | Potency, µM (titrated, usually from 115 µM), for the others: top-dose activity change, negative = inhibition, usual class: inhibitors | 340,000 tested, under 10 active | AID 493005; active means well fitted inhibition curve with a large enough effect in the main read-out, with a control signal flat, not every such curve was filed as active; inconclusive means small, poorly fitted or top-dose-only effect, or effect the other way, or a change in a side signal; inactive means no such curve, though single readings can be large or run the other way; further: potency means the concentration at half of the fitted maximal effect; % of control where 0% means no effect
# Target sequence (Q99816 whole entry, looked up): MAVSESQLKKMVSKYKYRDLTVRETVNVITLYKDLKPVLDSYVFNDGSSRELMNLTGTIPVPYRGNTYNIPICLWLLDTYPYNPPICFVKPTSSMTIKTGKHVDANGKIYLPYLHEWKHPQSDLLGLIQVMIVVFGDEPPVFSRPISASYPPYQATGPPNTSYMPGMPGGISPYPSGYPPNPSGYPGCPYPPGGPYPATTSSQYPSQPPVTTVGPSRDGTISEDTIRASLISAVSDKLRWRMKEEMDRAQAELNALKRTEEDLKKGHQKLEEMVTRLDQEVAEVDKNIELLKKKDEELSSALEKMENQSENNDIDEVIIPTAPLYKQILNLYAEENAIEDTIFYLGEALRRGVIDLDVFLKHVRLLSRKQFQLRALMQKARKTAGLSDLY
#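 Fluorescence polarization binding of Tsg101 binding domain (10 uM final) to FITC-labeled PTAP peptide (50 nM final) in HEPES pH 7.5 buffer with NaCl, Tween 20, EDTA, TCEP. Compounds added before peptide; binding 20 min at RT.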
# ELG1 DNA repair: blocks ELG1-dependent DNA repair in HEK293T cells; HEK293T ELG1-luciferase reporter, luminescence, 16 h; DNA damage induced by 5-fluorouridine; 330,000 tested, 2.3% active; Potency, µM (titrated, usually from 46.1 µM), for the others: top-dose activity change, negative = inhibition, actives largely listed as inhibitors; AID 504467; further: potency means the concentration at half of the fitted maximal effect; on the % scale 0 is the no-effect control and ±100 the full control effect; nearly all actives have a fitted effect of over 55% in size
#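 Quantitative HTS, concentration-response format. 2,000 cells/well co-treated with 5-fluorouridine and compound, 16 hr in 5% CO2 at 37 °C; ONE-Glo luminescence read after 30 min.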
# AT treatment: potential ataxia-telangiectasia treatment; […] A-T fibroblasts, KAP-1 phosphorylation AlphaLISA; neocarzinostatin DNA damage 30 min before lysis; Potency, µM (highest dose often 57.5 µM), for the others: at the top dose activation, actives largely listed as activators; 320,000 tested, 0.19% active; further: potency means the concentration at half of the fitted maximal effect; % of control where 0% means no effect; nearly all actives have a fitted effect of over 45% in size
#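 hTERT-immortalized A-T patient fibroblasts ([…]), 500 cells/well in OPTI-MEM, 1% FBS, got compounds for 60 min, then NCS for 30 min at 37C. Lysates were then assayed for phospho-KAP-1 by AlphaLISA (anti-pKAP1 donor, anti-KAP1 acceptor beads), 6 hr at 25C.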
# TSHR antag: antagonists of human thyroid stimulating hormone receptor; P16473; TSHR-expressing cells, TSH-stimulated cAMP HTRF, 2 h; hits give low values; activity change, negative = inhibition, % at 11.5 µM; 330,000 tested, 0.2% active;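 active means activity change below a set negative limit, meaning inhibition stronger than a set level, cut at about -70% in these data; inconclusive means activity change between two set negative limits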; further: on the % scale 0 is the no-effect control and ±100 the full control effect
#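 TSHR-expressing cells, 200/well, pre-treated with compound, then stimulated with EC80 TSH (4nM final) for 2 hours at 37 deg C. cAMP measured by competitive HTRF: anti-cAMP cryptate antibody in lysis buffer plus cAMP-d2, read after 30 minutes at room temperature.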
# Chronic BCR inh: inhibitors of chronic active B-cell receptor signaling. Potency, µM (series often up to 46.1 µM), inactives show top-dose ratio change, negative = lower green/red ratio, usual class: inhibitors. 340,000 tested, 0.05% active. ABC-DLBCL IkBa-CBG/CBR reporter, luminescence ratio, 4 h. AID 493014; active means well fitted inhibition curve with a large enough effect in the signal ratio, with a control signal flat, not every such curve was filed as active; inconclusive means small, poorly fitted or top-dose-only effect, or effect the other way, or a change in a side signal; the % refers to the signal ratio;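 further: potency means the concentration at half of the fitted maximal effect; plate controls were basal doxycycline-induced cells for no effect and cells given 10 µM MG132 for full effect; MG132 reads +100%, hits lower the ratio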
#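 Compounds up to 46 uM were incubated four hours with TMD8 cells whose green CBG68 luciferase is fused to IkappaBalpha; red CBR luminescence normalised the signal, and concentration-effect curves were fitted to fusion, red and ratio data.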
# Eya2 phos inh: blocks the phosphatase activity of human Eya2; recombinant Eya2, OMFP fluorescence dephosphorylation (OMFP is methylfluorescein phosphate); Potency, µM (series often up to 76.9 µM), without a hit: top-dose activity, negative = inhibition, usual class: inhibitors; 330,000 tested, 0.006% active; further: potency means the concentration at half of the fitted maximal effect; on the % scale 0 is the no-effect control and ±100 the full control effect
#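 Eya2 (0.2 uM) preincubated 10 min at ambient with compound, then OMFP substrate added at 50 uM; 10 min reaction in 50 mM HEPES pH 7.5, 50 mM NaCl, 5 uM MgCl2, 0.05% BSA, 1 mM DTT. Fluorescence read at Ex 485/Em 525 nm.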
# ASM inhibitor: blocks human secretory acid sphingomyelinase | P17405 | placental ASM, HMU-PC fluorogenic substrate, 60 min | Potency, µM (doses to about 57.5 µM), for the others: at the highest dose activity change, negative = inhibition, usual class: inhibitors | 340,000 tested, 0.006% active; further: potency means the concentration at half of the fitted maximal effect
#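 qHTS format. ASM enzyme prepared from human placenta hydrolyses the fluorogenic substrate HMU-PC0 (9 uM final) over 60 min at 37 °C after a 10 min compound preincubation.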
# Starred values were filed as active, the others as inactive; u = inconclusive; x = not tested or not shown; [ ] = another dose, or the depositor's remark. Unless noted, the call rests on the fitted dose curve; in most records, active means well fitted curve in the direction sought with a large enough effect; inconclusive means small, poorly fitted or top-dose-only effect, or another doubt; inactive means no such curve, though single readings can be large; an effect the other way counts as inactive or inconclusive.
smiles,TCR activator,Tb PFK block,a7 integrin act,Mito fusion act,PTAP TSG101 blk,ELG1 DNA repair,AT treatment,TSHR antag,Chronic BCR inh,Eya2 phos inh,ASM inhibitor
Cc1ccc(/C=N/NC(=O)c2ccncc2)s1,-1%,4%,5%,-3%,0%,1%,-8%,-4,u,-4%,0%
O=C(COC(=O)/C=C/c1cccc(F)c1)Nc1ccc(Cl)cn1,1%,-10%,-5%,0%,1%,5%,-10%,1,-5%,4%,2%
O=S(=O)(Nc1ccc(-n2cnnn2)cc1)c1ccc(Cl)s1,3%,0%,6%,x,-1%,-4%,3%,-2,3%,3%,1%
Cc1cc(C)cc(OCCCOc2cccc3cccnc23)c1,8%,1%,-1%,3%,-4%,-10%,6%,11,-1%,-10%,-4%
CCOc1ccc(N2C(=O)CC(SCCN)C2=O)cc1 (stereo not given),8%,-3%,12%,-17%,3%,u,4%,-5,-1%,-8%,3%
COC(=O)C1=C(CSc2nccn2C)NC(=O)NC1c1cc(C)ccc1C (stereo not given),x,6%,-13%[7.66 µM],1%,-1%,3%,0%,-5,13%,-1%,0%
COc1ccc(C(F)(F)F)cc1N/C=C\c1nnnn1-c1ccccc1,2%,1%,-32%,-1%,0%,-11%,4%,-24,u,-15%,2%
CCOC(=O)/C=C1\NC(=O)C(C)S1 (stereo not given),-1%,4%,-2%,-2%,-3%,19%,x,3,1%,22%,0%
COC(=O)C(NC(=O)c1ccccc1)=C1C=C(C)OC(C)=C1,-3%,-6%,11%,-1%,1%,-3%,2%,14,7%,9%,4%
COc1ccc(Br)cc1/C=C/c1ccc2cccc(O)c2n1,-2%,1%,-46%[inhibitor],8%,1%,-17%,9%,-11,u,-28%,1%
O=C(O)C1C2C=CC(O2)C1C(=O)Nc1cccc(C(F)(F)F)c1 (stereo not given),2%,2%,-7%,-1%,-2%,-2%,1%,-4,5%,6%,6%
COc1ccc(COC(=O)C2CC(=O)N(Cc3ccc(C)cc3)C2)cc1 (stereo not given),-1%,1%,18%,1%,x,12%,19%,3,3%,-4%,5%
CC(C)NC(=O)CCc1nnc(Cc2cccc(C(F)(F)F)c2)o1,-2%,3%,u,-4%,0%,u,5%,-7,5%,u,6%
COc1ccccc1C(=O)Oc1cc(N)n(S(=O)(=O)c2ccccc2)n1,2%,-3%,15%,0%,-1%,2%,-7%,31,u,-6%,3%
COc1ccc(Cl)cc1NC(=O)CN1CCN(S(=O)(=O)N2CCCCC2)CC1,-6%,-2%,0%,2%,2%,-10%,-2%,-14,13%,-5%,-1%
O=C(NCc1ccco1)c1cc2sccc2n1Cc1ccc(F)cc1,4%,4%,-14%,10%,-5%,-30%,5%,23,1%,-9%,-5%
Cc1nc(NC2=NC(C(=O)Nc3ccc(Cl)cc3)CC(=O)N2)nc2ccccc12 (stereo not given),x,0%,x,1%,x,1%,2%,25,-4%,-3%,x
CC(C)[C@@H](C(=O)NCC1CCC(C(=O)O)CC1)n1nnc2ccccc2c1=O (stereo not given in full),0%,-18%,41%,1%,-10%,10%,2%,18,-2%,2%,9%
O=C1NC[C@@H](Cc2cccc3ccccc23)N(CCCCC2CCCCC2)C1=O,9%,0%,-32%,-23%,-1%,-5%,11%,6,2%,3%,-20%
CSCC[C@H](NC(=O)Nc1cccc(Br)c1)C(=O)O,-2%,1%,-17%,-6%,-6%,2%,5%,0,-6%,4%,2%
COc1ccc(-n2c(SCC(=O)NCC3CCCO3)nc3c(c2=O)SC(C)C3)cc1 (stereo not given),8%,-19%,-4%,-1%,-2%,-2%,-5%,13,-1%,-8%,-2%
Cc1ccc(C(=O)NC(=S)Nc2ccccc2C(F)(F)F)c(C)c1,0%[46.1 µM],0%,2%,-6%,-2%,-1%,2%,-16,u,-16%,-4%
Cc1ccc(NC(=O)C2CCN(S(=O)(=O)c3c(C)[nH]c(=O)[nH]c3=O)CC2)cc1,3%,-1%,u,0%,-2%,6%,0%,10,1%,-10%,-2%
c1ccc(-c2cc3c(nn2)CCc2nonc2-3)cc1,1%,u,4%,-2%,-1%,28%,x,5,12%,-17%,0%
COc1ccc(C(=O)Nc2cc(OC)cc(OC)c2)cc1,1%,0%,2%,1%,-7%,u,0%,-10,u,-1%,-1%
O=C(Oc1ccc(OC(=O)N2CCCCC2)cc1)N1CCCCC1,x,5%,x,1%,x,14%,4%,-6,-5%,3%,x
CCCNC(=O)N1CCN(S(=O)(=O)c2ccc(C)cc2)CC1,0%,-2%,4%,2%,0%,17%,1%,14,0%,3%,2%
CCNS(=O)(=O)c1ccc(NC(=O)CC(C)c2ccccc2)cc1 (stereo not given),-1%,-5%,8%,3%,-4%,-5%,1%,2,0%,4%,1%
O=C(N/N=C\c1cccc(OC(=O)c2ccco2)c1)c1ccc2c(c1)OCO2,-4%[46.1 µM],-4%,5%,3%,-2%,u,-3%,-14,u,-12%,-10%
CCOC(=O)CC1C(=O)NCCN1C(=O)c1ccc(Cl)cc1Cl (stereo not given),6%,5%,9%,-8%,-5%,7%,u,-1,-4%,0%,4%
COc1ccc(NC(=O)C(Cc2ccccc2)NC(=O)c2ccco2)cc1OC (stereo not given),0%,x,-22%,2%,-6%,x,x,x,x,x,0%
CCCCCCCCCCCCS[C@H]1CS(=O)(=O)C[C@@H]1O,8%,-4%,-47%[inhibitor],4%,3%,4%,14%,2,8%,-12%,-22%
Cc1cc(C)n(-c2ccc(C(=O)O)cc2)n1,5%[46.1 µM],3%,3%,-4%,0%,26%,5%,13,-11%,-19%,0%
CCOC(=O)CSc1nnc(NC(=O)c2cccc([N+](=O)[O-])c2C)s1,1%[46.1 µM],0%,-4%,3%,1%,-1%,0%,-36,u,-8%,0%
Cc1cc(NC(=O)c2cccs2)n(-c2ccccc2)n1,3%,-4%,0%[7.66 µM],2%,2%,8%,x,3,6%,-7%,-2%
O=C(c1ccc(C(F)(F)F)cc1)N1CCCCC1,-5%,-1%,2%,1%,1%,-8%,6%,2,3%,-33%,-1%
CCOc1ccc2nc(NCCNC(=O)c3cc(OC)c(OC)c(OC)c3)c(C#N)cc2c1,-9%,5%,-52%[inhibitor],-1%,-2%,13µM*,u,2,2%,5%,x
CCOC(=O)[C@@H]1[C@H]2COc3ccccc3[C@H]2N2C(=O)N(c3cccc(F)c3)C(=O)[C@]12C,5%,3%,5%,4%,-4%,6%,12%,-8,u,-2%,-1%
O=C(CNC(=O)c1ccccn1)N/N=C/c1ccc2c(c1)OCO2,-2%,-1%,15%,12%,0%,u,-4%,0,0%,-3%,-1%
COc1ccc(/C=N/N=C2/NC(=O)C(c3ccccc3)(c3ccccc3)S2)cc1,5%,3%,9%,-5%,-2%,22%,2%,-1,u,-1%,4%
COc1ccc(CN2CCN(C(=O)CN3C(=O)C4C5C=CC(C5)C4C3=O)CC2)c(OC)c1OC (stereo not given),5%,3%,-15%,-5%,-5%,u,2%,0,-13%,11%,5%
Cc1cc(C)n(CCN(C)C(=O)c2cc(COc3c(F)cccc3F)on2)n1,-4%,0%,-1%,-1%,1%,4%,4%,-2,-15%,-1%,0%
CNC(=S)Nc1cc(OC)c(NC(=O)c2ccco2)cc1OC,10%,-1%,-11%,4%,8%,8%,0%,9,13%,-12%,1%
O=C(NC1CCCCC1)C1CN(S(=O)(=O)c2ccccc2)CCN1S(=O)(=O)c1ccccc1 (stereo not given),5%,0%,-13%,8%,-5%,-16%,12%,-6,-1%,11%,-2%
CC(=O)Nc1nonc1-c1nc2ccccc2n1CCC#N,1%,-2%,-1%,-1%,-11%,1%,-22%,-6,-6%,13%,1%

# Screens (PubChem)
